CBFb-RUNX1 inh = CBF-beta/RUNX1 interaction disruption; Q01196+Q13951; AlphaScreen CBFb-His/RUNX1-biotin binding, biochemical; Potency, µM (series often up to 59.8 µM), for inactives: top-dose activity, negative = inhibition, actives largely listed as inhibitors; 230,000 tested, under 10 active; AID 1477; note: % of control where 0% means no effect
Target sequence (Q01196 whole entry, looked up): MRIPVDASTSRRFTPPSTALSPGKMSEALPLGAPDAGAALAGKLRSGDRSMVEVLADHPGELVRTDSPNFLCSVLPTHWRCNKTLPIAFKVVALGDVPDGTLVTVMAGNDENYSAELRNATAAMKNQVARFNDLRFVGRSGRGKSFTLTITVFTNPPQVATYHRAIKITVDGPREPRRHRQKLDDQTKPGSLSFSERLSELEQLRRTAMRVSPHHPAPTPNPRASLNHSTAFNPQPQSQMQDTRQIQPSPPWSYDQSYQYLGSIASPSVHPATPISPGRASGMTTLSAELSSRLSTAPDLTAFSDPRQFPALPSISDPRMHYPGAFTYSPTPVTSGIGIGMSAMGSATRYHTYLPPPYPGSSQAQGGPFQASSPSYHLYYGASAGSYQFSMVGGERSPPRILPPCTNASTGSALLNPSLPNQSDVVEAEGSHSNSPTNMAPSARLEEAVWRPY
Target sequence (Q13951 whole entry, looked up): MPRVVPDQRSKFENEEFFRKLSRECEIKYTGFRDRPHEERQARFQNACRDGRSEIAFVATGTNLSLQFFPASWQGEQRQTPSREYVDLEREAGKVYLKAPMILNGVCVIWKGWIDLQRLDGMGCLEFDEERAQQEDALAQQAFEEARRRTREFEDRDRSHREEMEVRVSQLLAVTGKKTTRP
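CBF-beta (His) and RUNX1 (biotin), 30 nM each; 20 min preassociation; + compound, 15 min; + beads 50 ng each (Ni, streptavidin), 90 min; RT; AlphaScreen read.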
NPSR antagonist = neuropeptide S receptor (human) antagonism, cAMP | Q6W5P4 | CHO-NPSR cells, cAMP TR-FRET, antagonist mode | Potency, µM (series often up to 38.3 µM), without a hit: at the highest dose activity change, negative = inhibition, usual class: inhibitors | hit rate 1% among 220,000 | AID 1461; note: potency is the fitted concentration of half-maximal effect; % is set by controls: 0 for no effect and ±100 for the full control effect; nearly all actives have a fitted effect of over 50% in size; many of its hits are not listed in these tables
Target sequence (Q6W5P4 whole entry, looked up): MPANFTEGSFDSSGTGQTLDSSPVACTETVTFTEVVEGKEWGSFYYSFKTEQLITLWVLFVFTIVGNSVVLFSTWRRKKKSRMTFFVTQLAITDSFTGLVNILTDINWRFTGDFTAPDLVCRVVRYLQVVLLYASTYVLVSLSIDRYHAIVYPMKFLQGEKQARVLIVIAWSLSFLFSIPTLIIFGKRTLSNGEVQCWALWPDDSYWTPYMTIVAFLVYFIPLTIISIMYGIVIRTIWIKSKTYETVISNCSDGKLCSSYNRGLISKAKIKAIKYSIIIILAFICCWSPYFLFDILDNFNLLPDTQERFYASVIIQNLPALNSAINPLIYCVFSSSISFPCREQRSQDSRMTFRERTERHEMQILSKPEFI
KinaseGlo FLuc = blocks Kinase-Glo luciferase, a counter-screen artifact; hit rate 0.28% among 200,000; Kinase-Glo luciferase, ATP luminescence, 8 min; Q27757; Potency, µM (titrated, usually from 38.3 µM), inactives show at the top dose activity change, negative = inhibition, actives largely listed as inhibitors; note: potency is the fitted concentration of half-maximal effect; % is set by controls: 0 for no effect and ±100 for the full control effect; nearly all actives have a fitted effect of over 60% in size
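Kinase-Glo luciferase light output from ATP and luciferin was measured with 10 uM ATP, within the enzyme's linear range. Buffer: 50 mM imidazole pH 7.2, 50 mM KCl, 7 mM MgCl2, 0.01% Tween 20, 0.05% BSA; luminescence read after 8 min at ambient temperature.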
Lamin A splicing = modulators of lamin A splicing | hit rate 0.01% among 200,000 | HeLa LMNA splicing GFP/RFP minigene ratio, 48 h | AID 1487 | Potency, µM (doses to about 46.1 µM), without a hit: top-dose ratio change, negative = inhibition, usual class: inhibitors; active = well fitted inhibition curve with a large enough effect in the signal ratio, with a control signal flat, not every such curve was filed as active; inconclusive = small, poorly fitted or top-dose-only effect, or effect the other way, or a change in a side signal; the % refers to the signal ratio; note: potency is the fitted concentration of half-maximal effect; % is set by controls: 0 for no effect and ±100 for the full control effect
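S3 HeLa stable clones carrying a lamin A-EGFP splicing minigene plus DsRed2 were seeded at 600 cells/well in Opti-MEM with 2% FBS, pin-dosed and incubated 48 h at 37°C. Acumen cytometry (488 nm) gave the GFP/RFP total-intensity ratio.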
HttQ103 aggreg = mutant huntingtin aggregation inhibition | PC12 HttQ103-GFP aggregates, Acumen cytometry, 40 h | Potency, µM (series often up to 46.1 µM), without a hit: top-dose activity change, negative = inhibition, usual class: inhibitors | hit rate 1.1% among 220,000 | AID 1688; note: potency is the fitted concentration of half-maximal effect; % is set by controls: 0 for no effect and ±100 for the full control effect; nearly all actives have a fitted effect of over 60% in size
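PC12/HTTQ103-GFP, ecdysone-inducible; teb 100 nM; cpd qHTS titration; GFP aggregates read on laser cytometer, Ex 488/Em 500-530 nm.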
IMPase Li cell = IMPase inhibition in cells with lithium potentiation; CHO-M1 cells, IP1 TR-FRET (IP-One), carbachol + lithium; Potency, µM (doses to about 59.4 µM), without a hit: at the top dose activity, negative = IMPase inhibition, most hits filed as inhibitors; hit rate 0.35% among 210,000;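 note: IP1 builds up when IMPase is blocked and the TR-FRET signal falls; potency is the fitted concentration of half-maximal effect; plate controls were basal vehicle for no effect and high inhibitor control for full effect; nearly all actives have a fitted effect of over 50% in size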
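CHO-M1, 2000 cells/well, 16–30 h culture; cpd + low Li+, 30 min 37C; lysis with d2-IP1/Eu-anti-IP1 Ab, 10 min RT; TR-FRET 665/620 ratio and 620 channel; AC50 via Hill.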
Epigenetic reg = regulators of epigenetic silencing causing reporter derepression in mouse cells. AID 1865. hit rate 0.2% among 280,000. Potency, µM (series often up to 53.9 µM), inactives show at the top dose GFP activation, actives largely listed as activators. murine LDR cells, GFP reporter derepression, 30 h; note: potency is the fitted concentration of half-maximal effect; % of control where 0% means no effect; nearly all actives have a fitted effect of over 60% in size
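GFP-positive cell count by laser-scanning cytometry (objects 20–120 um) after 30 h, 37 C compound exposure of murine LDR cells; reporter is CMV-GFP integrated at a silenced locus, inducible by HDAC or DNMT inhibitors.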
Starred values were filed as active, the others as inactive; ? = inconclusive; . = not tested or not shown; & = joins results of further samples; [ ] = another dose, or the depositor's remark. Unless noted, calls come from the whole dose curve; as a rule, active = well fitted curve in the direction sought with a large enough effect; inconclusive = small, poorly fitted or top-dose-only effect, or another doubt; inactive = no such curve, though single readings can be large; an effect the other way counts as inactive or inconclusive.

SMILES	CBFb-RUNX1 inh	NPSR antagonist	KinaseGlo FLuc	Lamin A splicing	HttQ103 aggreg	IMPase Li cell	Epigenetic reg
Cc1cccc(N(C(=O)CCC(=O)Nc2nccs2)C(C(=O)NC(C)(C)C)c2ccc(O)cc2)c1 (stereo not drawn)	-1%	-32%	-5%	-3%[46 µM]	.	-6%	2.2%
O=C(c1ccc(Cl)cc1[N+](=O)[O-])N1CCc2ccccc2C1	?	5%	1%	.	15%[9.22 µM]	1%	1.1%
CCOc1ccc(N2C(=O)Nc3ccccc3C2(O)C(=O)NCc2ccc3c(c2)OCO3)cc1 (stereo not drawn)	2%	-8%[46.1 µM]	-3%	9%	15%	7%[38.3 µM]	0.0%
Cc1ccc(-n2nc3cc(C)c(N)cc3n2)cc1	9%	-7%[46.1 µM]	-9%	-13%	-7%	22%[38.3 µM]	-0.2%
Cc1ccnc(N/C=C(\C#N)c2nc(-c3cccc(Br)c3)cs2)c1	23%	-9%[46.1 µM]	1%	-5%	-2%	-1%	16µM*
C=C(C)[C@@H]1CCC2(C(=O)O)CC[C@]3(C)[C@H](CC[C@@H]4[C@@]5(C)CCC(=O)C(C)(C)[C@@H]5CC[C@]43C)[C@@H]12 (stereo partly drawn)	-1%	-41%	10%	?	-21%	17%	0.2%
FC(F)(F)c1nnc2ccc(Cl)nn12	-1%	-9%	0%	?	-9%[9.22 µM]	3%	1.9%
CC(C)OC(=O)c1cn(-c2ccccc2)nc1-c1ccc2c(c1)OCCO2	16%	-22%[46.1 µM]	0%	?	-7%	-5%[38.3 µM]	7.9%
CC(=O)Nc1cccc(/C(C)=N/NC(N)=S)c1	4%	21%	0%	.	12%	0%	-0.5%
CN(C)CCCOC(=O)c1ccc(Cl)cc1	0%	0%[46.1 µM]	-3%	-1%	-6%	29%[38.3 µM]	-1.0%
Cc1ccc(S(=O)(=O)N2CCC(=O)N(C(COCc3cccc(C)c3)C(C)C)CC2)cc1 (stereo not drawn)	8%	-30%	12%	?	-5%	18%	1.1%
NCC(=O)CCC(=O)O	5%	.	-6%	?	-12%	4%	2.7%
Clc1cc(Cl)cc(Nc2ncn[nH]2)c1	-3%	-1%[46.1 µM]	2%	-3%	-19%	-6%	-2.1%
COc1ccc(C(=O)Nc2cc(C(F)(F)F)ccc2-n2cncn2)cc1	4%	-3%[46.1 µM]	6%	5%	-6%[9.22 µM]	-14%[38.3 µM]	-2.4%
COc1cccc(/C=C/C(=O)OCC(=O)Nc2cccc(S(=O)(=O)N3CCCCC3)c2)c1OC	-8%	-2%	3%	2%	10%	3%	-1.8%
O=C(NC1CCCCCCC1)C1CCN(S(=O)(=O)N2CCC3(CC2)OCCO3)CC1	3%	-7%[46.1 µM]	-2%	-9%	-15%	-8%[38.3 µM]	-1.1%
CCc1nnc(NC(=O)CCC(=O)NCc2ccccc2OC)s1	0%	-1%[46.1 µM]	-5%	-8%	9%	-5%[38.3 µM]	0.0%
Fc1ccc(NC(=S)Nc2cccc3cnccc23)cc1	-10%	-9%	6%	-18%[46 µM]	?	32%[activator]	0.8%
Cn1c(=O)c2c(nc(SC3C(=O)CC(C)(C)CC3=O)n2C)n(C)c1=O	6%	7%[46.1 µM]	-1%	12%	-3%	-1%[38.3 µM]	0.1%
COc1ccc(-n2c(-c3ccc(C)cc3)n[nH]c2=S)cc1	-2%	-5%	-2%	-1%	?	-5%	?
COC(=O)CSc1nnc(SCc2ccc(Cl)cc2)s1	19%	-5%[46.1 µM]	-11%	-8%	22%[9.22 µM]	19%[38.3 µM]	1.0%
O=C(CN1CCOCC1)Nc1ccc(Br)cn1	5%	-5%[46.1 µM]	0%	7%	3%	18%[38.3 µM]	-1.0%
Cc1cc(C)cc(NC(=O)COC(=O)CCCNC(=O)c2ccc(Cl)cc2)c1	1%	16%	-1%	-12%	-14%	6%	-0.9%
COC(=O)c1cn(Cc2ccc(C(F)(F)F)cc2)cc(F)c1=O	6%	9%	.	.	-10%[9.22 µM]	.	-0.1%
Cn1nc(C(=O)N2CCN(C(c3ccccc3)c3ccccc3)CC2)c2ccccc2c1=O	0%	?	.	.	-9%[9.22 µM]	.	1.3%
CC(=O)c1cc(CN2CCC(N3CCC(C(=O)NC(C)C)CC3)CC2)cs1	4%	-15%	3%	2%[46 µM]	0%[9.22 µM]	14%	1.9%
CCC(=O)Oc1ccc(/C(CC)=C(\CC)c2ccc(OC(=O)CC)cc2)cc1	2%	-12%	-1%	7%	15%	16%	10.0%
COc1ccc(C2C(C(=O)N3CCOCC3)=C(C)NC3=C2C(=O)CC(C)(C)C3)c(OC)c1 (stereo not drawn)	-2%	-4%[46.1 µM]	-3%	-3%	1%	-13%[38.3 µM]	-1.0%
O=C(COc1ccc(Cl)cc1)NCc1nnc(SCC(=O)N2CCCc3ccccc32)o1	1%	-17%[46.1 µM]	1%	6%	-11%	6%[38.3 µM]	0.8%
Cc1ccc(NC(=O)c2oc3ccccc3c2C)c([N+](=O)[O-])c1	2%	14%	-2%	.	2%	1%	5.9%

Reformatted: results already given.
COc1ccc(-n2c(-c3ccc(C)cc3)n[nH]c2=S)cc1
- CBFb-RUNX1 inh = -2%
- NPSR antagonist = -5%
- KinaseGlo FLuc = -2%
- Lamin A splicing = -1%
- HttQ103 aggreg = ?
- IMPase Li cell = -5%
- Epigenetic reg = ?
Cc1cc(C)cc(NC(=O)COC(=O)CCCNC(=O)c2ccc(Cl)cc2)c1
- CBFb-RUNX1 inh = 1%
- NPSR antagonist = 16%
- KinaseGlo FLuc = -1%
- Lamin A splicing = -12%
- HttQ103 aggreg = -14%
- IMPase Li cell = 6%
- Epigenetic reg = -0.9%

(next part)
SMILES	CBFb-RUNX1 inh	NPSR antagonist	KinaseGlo FLuc	Lamin A splicing	HttQ103 aggreg	IMPase Li cell	Epigenetic reg
COc1ccccc1OCc1nnc(SCC(=O)NCc2ccco2)n1Cc1ccco1	-29%	-3%[46.1 µM]	.	2%	28%	.	-5.3%
Cc1cccc(-n2c(-c3ccco3)n[nH]c2=S)c1	-4%	-28%	-2%	-8%	14%	?	3.1%
Nc1nc(Nc2ccccc2Cl)cc(=O)[nH]1	8%	15%	.	.	9%[9.22 µM]	.	2.1%
Clc1ccc2nc(SCc3nnc(-c4ccccc4)o3)[nH]c2c1	-1%	-4%[46.1 µM]	-5%	?	-18%	-20%[38.3 µM]	-0.3%
Cn1c(-c2ccc(-c3ccccc3)cc2)c[nH]c1=S	-22%	-16%[46.1 µM]	.	1%	-1%	.	-1.0%
Cc1ccc(Cn2cnc3sc4c(c3c2=O)CCC4)c(C)c1	12%	-20%[46.1 µM]	-3%	?	?	15%	-1.2%
O=C(Nc1nnc(C2CC2)s1)C1Cc2ccccc2CN1S(=O)(=O)c1cccs1 (stereo not drawn)	-20%	-23%[46.1 µM]	-3%	?	-10%	0%[38.3 µM]	-1.0%
CCOc1cccc2c1OC1(C)CC2NC(=O)N1c1ccc(OC)cc1 (stereo not drawn)	7%	-2%[46.1 µM]	0%	-8%	-11%	-5%	0.0%
Cc1[nH][nH]c(=O)c1C=NCc1cccs1	-4%	12%	2%	9%[9.22 µM]	-14%	-7%	3.9%
Cc1cccc(NC(=O)Nc2cccc(C#N)c2)n1	0%	-6%[46.1 µM]	-6%	-3%	-20%	19%[38.3 µM]	0.0%
COc1ccc(/C=N/NC(=O)c2cnccn2)c(OC)c1OC	4%	-6%	.	.	-6%[9.22 µM]	.	1.0%
Cc1ccc(CNC(=O)c2nn(C)c(C)c2[N+](=O)[O-])cc1	-3%	7%	-5%	-5%	4%	-8%	-1.4%
COc1ccc2cc(C3CC(c4cccs4)=NN3S(C)(=O)=O)c(Cl)nc2c1 (stereo not drawn)	8%	-5%	-1%	?	6%	4%	-1.5%
COc1cc(CN2CCC(C(=O)N3CCN(c4ccccc4F)CC3)CC2)ccc1O	4%	0%[46.1 µM]	-7%	-6%	5%	-18%[38.3 µM]	-0.2%
COc1ccc(CCNC(=O)C2(C)CCC(=O)N2Cc2ccc3c(c2)OCO3)cc1OC (stereo not drawn)	10%	13%	2%	-11%	-5%	8%	-1.0%
CCC1=C(OC(=O)N(CC)CC)N2C(=O)OC(=NCc3ccccc3)[C@]2(C)[C@H]2C1=CC[C@H]1C(=O)NC(=O)[C@H]12	15%&0%	10%	-1%	.	-3%[9.22 µM]	-9%	-2.0%&5.1%
O=C(CSc1nc2scc(-c3ccco3)c2c(=O)n1-c1ccccc1)NCC1CCCO1 (stereo not drawn)	-18%	-14%[46.1 µM]	1%	12%	5%	23%[38.3 µM]	-2.1%
Cc1nc(CSc2ccc(Cl)cc2)cc(N2CCOCC2)n1	6%	-11%[46.1 µM]	1%	6%	7%	-4%[38.3 µM]	0.0%
CS(=O)(=O)n1nc(-c2ccco2)nc1N	6%	16%	-1%	.	.	3%	0.0%
CN1N=C2c3ccccc3CCC2C1c1ccc(C(F)(F)F)cc1 (stereo not drawn)	0%	0%	.	.	-9%[9.22 µM]	.	-2.4%
COc1ccccc1OC(=O)CCc1nc2ccccc2s1	-6%	3%	-20%	-11%[46 µM]	11%	18%	-0.5%
COC(=O)C(C)(C(=O)OC)c1ccc([N+](=O)[O-])cn1	0%	-1%[46.1 µM]	4%	-2%	8%	-6%[38.3 µM]	1.1%
CCc1nnc(NC(=O)CCN2C(=O)c3ccccc3C2=O)s1	0%	1%[46.1 µM]	-3%	?	16%	?	0.4%
CC(=O)NCCc1nc2ccccc2n1Cc1ccccc1	4%	20%[46.1 µM]	-2%	2%	-9%	-9%[38.3 µM]	-5.7%
C=CCNC(=S)NNC(=O)c1ccc(=O)n(Cc2ccc(Cl)cc2Cl)c1	-6%	-14%	1%	.	-28%	-2%	-4.4%
O=C1/C(=C/c2ccccc2)CSc2sccc21	4%	-7%[46.1 µM]	-6%	3%	3%	-9%[38.3 µM]	-6.0%
C/C(=N/Oc1nc(C)cc(C)n1)c1ccc(Cl)cc1Cl	6%	1%[46.1 µM]	1%	0%	-6%	-3%[38.3 µM]	-1.5%
CC(C)OC(=O)CN1C(=O)S/C(=C/c2ccc(N3CCCCC3)o2)C1=O	-7%	?	-6%	9%	?	34%[activator][38.3 µM]	11µM*
O=C(Nc1ccccc1)N1CCN(c2ccc(F)cc2)CC1	-3%	5%	2%	-8%	-10%	8%	-2.0%
COc1ccccc1N1CCN(C(c2cccs2)C(C)NC(=O)c2cccnc2)CC1 (stereo not drawn)	5%	-4%	3%	?	?	6%	3.9%
CCCN(CCC)C(=O)CSc1nc2ccsc2c(=O)n1NC(=O)c1ccccc1	-1%	-18%[46.1 µM]	-2%	-1%	15%	-1%[38.3 µM]	-0.9%

Some of the compounds tested, so the mix of outcomes need not match the whole.
